M1 PAM parental: nonselective activator or artifact in parental CHO-K1 calcium assay | actives 0.02% (n = 360,000) | ATP EC20, Fluo-8 calcium fluorescence; 0% at ATP EC20, 100% at ATP max | activation, % at 3 µM;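 active means activation above the run cutoff, the mean activation of all test compounds plus 3 SD, cut at about 40% in these data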;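 further: peak over basal fluorescence ratio in a 140 s read after ATP addition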
V1aR counter: V1a receptor agonism, counter-screen for OXTR agonists | AID 2797 | P37288 | CHO-V1R cells, Fluo-8 calcium fluorescence, agonist mode; 0% DMSO, 100% 3 nM vasopressin | actives 0.25% (n = 320,000) | activation, % at 3 µM;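 active means activation above the mean activation of all tested compounds plus 3 SD, per screening run, cut at about 20% in these data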;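 further: signal is peak over basal fluorescence ratio across a 100 second FLIPR read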
Target sequence (P37288 whole entry, looked up): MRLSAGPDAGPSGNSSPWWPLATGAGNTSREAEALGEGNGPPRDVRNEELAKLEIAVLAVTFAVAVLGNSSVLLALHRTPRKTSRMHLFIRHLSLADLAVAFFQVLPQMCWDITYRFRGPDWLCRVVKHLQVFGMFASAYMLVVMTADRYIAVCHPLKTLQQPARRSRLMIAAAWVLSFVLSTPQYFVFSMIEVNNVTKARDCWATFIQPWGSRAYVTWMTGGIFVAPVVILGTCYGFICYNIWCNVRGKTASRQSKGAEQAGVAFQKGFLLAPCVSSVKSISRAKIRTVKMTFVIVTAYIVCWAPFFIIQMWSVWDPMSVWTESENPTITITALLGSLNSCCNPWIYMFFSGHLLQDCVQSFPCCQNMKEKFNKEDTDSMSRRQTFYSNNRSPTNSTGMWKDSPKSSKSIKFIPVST
CHO parental Ca: counter-screen for OX1R antagonists: effect in parental CHO cells. parental CHO-K1, ATP-induced calcium, Fluo-8 fluorescence. inhibition, % at 5.6 µM. AID 463079. actives 0.63% (n = 330,000);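 active means inhibition above that plate's mean sample inhibition plus 3 SD, cut at about 26% in these data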;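 further: 0% = ATP-challenged DMSO wells and 100% = DMSO wells without ATP; some compounds past the cut are filed as inactive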
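Test system: untransfected parental CHO cell line. Compound: one dose, 5.6 µM nominal. Detection: intracellular calcium via Fluo-8 no-wash fluorescent dye. Measure: % inhibition. Benchmarks: ATP-challenged DMSO wells low, unchallenged DMSO wells high.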
M1 ag parental: counter-screen for M1 agonists: effect in parental CHO-K1 cells; Fluo-8 calcium fluorescence; scaled to maximal ATP response, vehicle zero; activation, % at 3 µM; actives 0.48% (n = 360,000); in the data active means activation above about 15%;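 further: untransfected CHO-K1 host cells lacking M1 receptor as counterscreen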
OXTR potentiator: human OXTR potentiation. P30559. CHO-OTR cells, Fluo-8 calcium fluorescence, potentiator mode; 0% = oxytocin EC15, 100% = EC100. activation, % at 3 µM. actives 0.061% (n = 320,000). AID 2445;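 active means activation above that plate's cutoff, the mean activation of tested compounds plus 3 SD, cut at about 6.6% in these data, passing the limit was not always enough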;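 further: 100% uses oxytocin at 75 nM as the full agonist control; some results filed as inactive read as strong as hits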
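System: human OTR in CHO cells / Also added: sub-maximal oxytocin, roughly EC15 / Control set: EC15 oxytocin low, 75 nM oxytocin high / Schedule: 6 min compound pre-incubation at room temperature, 100 s kinetic read / Compound: single-point 3.0 µM / Replication: singlicate / Technique: Fluo-8 calcium dye fluorescence / Read-out basis: % activation of max/min ratio relative to oxytocin controls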
CHO-K1 Ca antag: counter-screen for M1 antagonists: effect in parental CHO-K1 cells | ATP-induced calcium, Fluo-8 fluorescence | inhibition, % at 3 µM | actives 0.6% (n = 360,000) | AID 602250;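 active means inhibition above a per-plate cutoff, the plate's mean sample inhibition plus 3 SD, cut at about 24% in these data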;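 further: 0% = DMSO plus EC80 ATP and 100% = DMSO alone without ATP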
M1 ag: agonists of human M1 muscarinic receptor. P11229. CHO-K1 hM1, Fluo-8 calcium fluorescence, agonist mode; 0% DMSO, 100% acetylcholine EC100. activation, % at 3 µM. actives 0.33% (n = 360,000). AID 588814;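 active means activation above the run's mean compound activation plus 3 SD, cut at about 16% in these data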;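 further: peak over basal fluorescence ratio within a 140 s kinetic read after compound addition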
Target sequence (P11229 whole entry, looked up): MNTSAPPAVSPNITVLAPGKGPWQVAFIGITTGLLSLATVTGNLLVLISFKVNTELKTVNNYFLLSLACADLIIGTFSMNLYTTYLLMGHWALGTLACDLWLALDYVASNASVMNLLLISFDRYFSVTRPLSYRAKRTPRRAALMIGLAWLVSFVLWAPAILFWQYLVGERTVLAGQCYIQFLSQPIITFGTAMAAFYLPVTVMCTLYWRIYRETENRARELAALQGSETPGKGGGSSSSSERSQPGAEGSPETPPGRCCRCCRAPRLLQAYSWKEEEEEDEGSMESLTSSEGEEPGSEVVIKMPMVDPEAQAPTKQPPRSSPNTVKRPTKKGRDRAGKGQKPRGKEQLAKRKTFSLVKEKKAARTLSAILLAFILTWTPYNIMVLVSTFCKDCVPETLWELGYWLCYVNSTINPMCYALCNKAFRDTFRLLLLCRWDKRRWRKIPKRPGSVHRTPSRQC
TAAR1 antag: human TAAR1 antagonism; Q96RJ0; CHO RD-HGA16 TAAR1, Fluo-8 calcium fluorescence, antagonist; inhibition, % at 3 µM; actives 1.5% (n = 360,000); AID 624466;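 active means inhibition above a per-plate cutoff, the mean inhibition of test compounds on that plate plus 3 SD, cut at about 49% in these data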;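 further: 0% = DMSO plus EC80 beta-PEA response and 100% = DMSO alone without agonist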
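Test system: hTAAR1-expressing CHO RD-HGA16 cells, Gα16-coupled; Probe or stimulus: EC80 β-phenethylamine stimulus; Compound dosing: single nominal final test compound concentration of 3 µM; Timing: 140 s kinetic read after compound, 140 s after agonist; Signal: Fluo-8 calcium-sensitive fluorescence; Measure: % inhibition of agonist calcium response; Controls: DMSO and EC80 PEA controls.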
TAAR1 ag: human TAAR1 agonism | CHO RD-HGA16 TAAR1, Fluo-8 calcium fluorescence; vehicle wells 0%, saturating PEA agonist 100% | activation, % at 3 µM | actives 0.99% (n = 360,000) | AID 624467;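 active means activation above the mean activation of all test compounds in the run plus 3 SD, cut at about 38% in these data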
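Test system: RD-HGA16 (CHO) cells co-expressing Gα16 and hTAAR1 / Benchmarks: DMSO vehicle as 0%, PEA at EC100 as 100% / Repeats: no replicates (n 1) / Measure: % activation from peak over basal fluorescence ratio, DMSO-to-PEA scaled / Timing: 17-24 h plating, Fluo-8 75 min 37 °C, 30 min RT / Technique: kinetic Fluo-8 calcium fluorescence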
* hit, by the source's call; . = not tested or not shown. Hits appear at their usual frequency. Share with any hit: about 3.3%.

SMILES	M1 PAM parental	V1aR counter	CHO parental Ca	M1 ag parental	OXTR potentiator	CHO-K1 Ca antag	M1 ag	TAAR1 antag	TAAR1 ag
O=C(O)c1ccccc1C(=O)c1ccc(F)c(F)c1	-0.5	.	.	0.0	.	-11.7	6.8	-0.5	2.8
CCN(CC)C(=O)C(Sc1ccccc1)c1ccccc1 (configuration not stated)	12.1	-2.0	-17.3	-0.2	-4.3	1.4	-6.2	0.7	0.8
O=C(CCCSc1nc(-c2ccco2)cc(C(F)(F)F)n1)Nc1ccc2c(c1)OCO2	11.8	-1.0	-19.2	1.3	-4.6	-3.4	-4.2	17.8	0.0
COc1cc(C(=O)NCc2nnc(SCC(=O)Nc3c(C)cc(C)cc3C)o2)cc(OC)c1OC	-4.8	0.2	-10.2	0.1	-5.5	-3.0	-3.0	-1.5	-0.4
CC(=O)Nc1cc2c3ccccc3ccc2c2ccccc12	3.4	.	.	-0.4	.	-10.5	-4.3	-11.4	-0.1
COc1ccc(-c2c(-c3ccsc3)oc(=O)c3cc(OC)c(OC)cc23)cc1	2.9	0.1	-13.6	0.1	-1.7	-6.4	0.8	-8.3	4.3
O=C(CSc1nnc(-c2ccccc2O)o1)Oc1ccc(OCc2ccccc2)cc1	15.7	2.2	-14.6	0.3	-12.6	0.2	-2.2	2.0	9.8
O=C1C=CN(Cc2ccccc2)CC1	-16.1	0.5	-13.7	0.0	1.3	4.5	0.4	1.7	6.6
O=C(NCc1c(Cl)cccc1Cl)c1[nH]c(C(F)(F)F)nc1-c1ccccc1	2.8	.	.	6.6	.	-7.3	1.3	6.2	4.0
NC(=O)c1csc(-c2ccc(CO)o2)n1	24.8	.	.	1.1	.	-3.2	0.1	-22.8	3.7
Cc1c(F)cccc1NS(=O)(=O)c1ccc(OCCNS(C)(=O)=O)cc1	16.2	3.0	-6.7	1.6	-25.6	-0.3	-4.3	-3.4	2.6
O=C1c2ccccc2C(c2nnnn2-c2ccc3ccccc3c2)N1C1CC1 (configuration not stated)	15.1	.	.	-0.1	.	-13.8	.	-4.6	1.4
COCc1c(Br)c(C)nc(OCC(=O)N/N=C/c2cc(C)n(-c3ccc([N+](=O)[O-])cc3)c2C)c1C#N	-7.7	0.9	-11.4	0.6	-9.2	-2.5	-9.8	10.5	0.3
O=C(COC(=O)CSc1nnc(-c2ccc(Cl)cc2)o1)Nc1cc(Cl)cc(Cl)c1	-2.1	0.3	0.3	0.2	-17.6	-2.4	-6.4	-13.1	15.5
CCOc1ccc(S(=O)(=O)NCCC(=O)NCc2cccnc2)cc1	9.3	-0.6	-6.8	0.9	-4.7	7.2	-3.2	-12.4	-0.1
O=C(CSc1nnc2ccc(-c3ccccn3)nn12)N1CCCC1	0.9	.	.	0.1	.	-7.0	-2.6	-11.3	1.0
Cc1nn2c(NCCN3CCOCC3)c3c(nc2c1-c1ccccc1)CCCC3	-1.8	-1.5	-12.5	0.4	-1.7	-4.7	-1.8	-2.5	-0.9
COc1cc(OC)c(C=NNC(=S)NC23CC4CC(CC(C4)C2)C3)c(OC)c1	-19.8	.	.	-0.3	.	20.7	-7.7	-52.6	0.3
COCc1cc(C)nc(OCC(=O)N/N=C/c2ccc(C)o2)c1C#N	5.0	-0.3	2.6	0.0	3.6	-14.4	-11.8	13.2	4.7
COc1ccc(CCNC(=O)CNCC2CCCCC2)cc1OC	-6.4	1.1	-19.0	0.4	-3.5	7.3	-4.0	1.4	3.1
C=CCC1(N(C(C)=O)c2ccccc2)CCCCC1	-11.8	-1.3	-0.3	0.5	-2.0	10.0	-4.0	5.0	5.4
Cc1ccc(S(=O)(=O)c2cc(O)ccc2O)cc1C	8.3	0.8	-4.4	0.2	-10.9	-2.0	-3.9	13.0	2.2
Cc1c(Cc2ccccc2)c(=O)[nH]c(=O)n1C	-22.1	.	.	-0.3	.	3.6	-0.4	-16.8	4.3
Cc1ccccc1C(N)c1ccncc1 (configuration not stated)	-9.3	1.1	1.0	-0.1	-2.7	-7.4	-1.0	0.5	-0.3
Cc1ccccc1CN1CCN(CC(=O)NCc2ccccc2)CC1	-0.3	0.9	-9.3	-0.7	2.5	10.7	-0.2	-15.3	0.0
O=C(Cn1cc(C(F)(F)F)ccc1=O)Nc1ccc2c(c1)OCCO2	-20.9	0.7	-6.9	0.0	2.6	-2.8	4.8	-12.9	4.8
CC(C)CN(C(=O)COC(=O)Cc1c[nH]c2ccccc12)c1c(N)n(Cc2ccccc2)c(=O)[nH]c1=O	9.9	-0.1	-3.9	-0.1	-10.1	-7.4	4.8	-3.4	0.2
COc1ccc(C(=O)C2CCCN(C(=O)Cn3ccc(C)n3)C2)cc1OC (configuration not stated)	16.2	-0.3	-11.4	0.4	-0.5	-14.8	-4.4	4.4	1.1
Brc1cccc(-c2nnc3sc(CN4CCC5(CC4)OCCO5)cn23)c1	9.0	1.0	-2.4	1.8	-2.8	-10.4	-3.6	19.8	2.4
CCc1nc2ccc(C(=O)NCCN3CCNC3=O)cn2c1N(CC)Cc1cccc(Br)c1	-8.0	.	.	1.8	.	-1.9	-8.2	-8.2	0.8
Cc1nc(C)c(C(=O)C2=C(O)C(=O)N(CCN(C)C)C2c2ccccc2)s1 (configuration not stated)	9.9	-0.2	3.5	0.3	-10.5	-2.3	-3.1	2.9	1.9
Clc1cccc(-c2ccc(-c3nc4ccccn4c3NCc3ccccc3)cc2)c1	-15.8	0.5	7.8	0.1	-7.8	-9.7	-4.0	46.6	9.6
CCCN(CCC)C(=S)Nc1cc(C(=O)OC)ccc1C(=O)OC	17.3	-0.1	-18.9	0.1	5.3	-12.5	-5.6	-1.0	-0.8
Cc1cc2c(c(=O)o1)C(c1cccs1)C(C#N)=C(N)O2 (configuration not stated)	10.3	0.9	-0.1	-0.3	-7.6	1.5	-4.6	-17.9	2.1
COc1ccc(-c2cc(C(F)(F)F)n3ncc(C(=O)NCC4CCCO4)c3n2)cc1 (configuration not stated)	-6.0	.	.	0.2	.	-7.7	0.5	-4.8	0.1
C[C@H](CO)N1C[C@H](C)[C@@H](CN(C)C)OCc2cnnn2CCCC1=O	2.4	.	.	0.3	.	-2.2	-4.3	5.0	1.5
COc1ccc(NC(=O)N(C)C[C@H]2OCc3cnnn3CCCC(=O)N([C@@H](C)CO)C[C@H]2C)cc1	5.8	.	.	-0.4	.	-1.1	-0.3	-4.7	1.3
COc1ccc(NC(=O)c2cccc3c2C(=O)N(CC2CCCO2)C3)cc1OC (configuration not stated)	30.0	0.5	-9.2	3.5	-2.0	-7.8	-4.1	.	.
C[C@H](NC(=O)c1ccccc1Cl)C(=O)NCc1cccs1	0.7	-0.3	-11.1	-0.1	-14.6	1.2	-3.9	18.2	6.5
COc1ccc(S(=O)(=O)N2CCN(c3ccccc3OC)CC2)cc1C(=O)N1CCCCC1	13.8	-0.9	-39.4	2.1	-0.2	-9.2	-4.4	-7.5	0.9
Oc1ccc(Cl)cc1-c1cc(-c2ccccc2)n[nH]1	9.8	-0.7	7.7	-0.4	-9.4	-1.2	-1.2	-1.8	3.5
CCN1CCN(C(=O)c2cc3cc4ccc(OC)cc4nc3s2)CC1	-1.5	0.3	-7.2	0.0	-6.2	-0.8	-4.2	0.1	6.2
N#Cc1sc2nc(-c3ccccc3)cc(-c3ccco3)c2c1N	-1.4	1.5	-6.1	-0.5	-8.6	0.9	-1.2	-0.8	2.7
CCN(Cc1ccccc1)S(=O)(=O)c1c(N)n(C)c(=O)n(C)c1=O	-13.9	1.7	-6.0	0.4	-6.1	-3.5	-1.2	-16.4	14.5
CCCc1nnc(SCc2ccc(C(=O)OC)o2)n1N	14.0	0.6	-13.8	-0.2	-1.1	-6.7	-3.2	-10.3	3.9
CCNc1ccc(C(=O)OCC(=O)NCc2ccccc2Cl)cc1[N+](=O)[O-]	17.6	-0.1	5.2	1.1	-9.6	0.5	-4.9	-6.2	-2.1
O=C1CCCC2=C1C(c1ccccn1)Nc1ccc(C(=O)c3ccccc3)cc1N2 (configuration not stated)	13.0	-0.9	-9.3	1.2	-4.0	0.7	-8.4	1.5	1.6
CCN(c1ccc(NC(=O)CCNC(=O)c2ccco2)cc1)C(C)C	-12.0	1.2	-5.5	0.7	-14.7	16.3	-9.6	5.8	5.4

One compound at a time, as listed above. Screens in order: M1 PAM parental | V1aR counter | CHO parental Ca | M1 ag parental | OXTR potentiator | CHO-K1 Ca antag | M1 ag | TAAR1 antag | TAAR1 ag
Listed for `CCCN(CCC)C(=S)Nc1cc(C(=O)OC)ccc1C(=O)OC` → 17.3 | -0.1 | -18.9 | 0.1 | 5.3 | -12.5 | -5.6 | -1.0 | -0.8
Listed for `CCN(Cc1ccccc1)S(=O)(=O)c1c(N)n(C)c(=O)n(C)c1=O` → -13.9 | 1.7 | -6.0 | 0.4 | -6.1 | -3.5 | -1.2 | -16.4 | 14.5
Listed for `COc1ccc(CCNC(=O)CNCC2CCCCC2)cc1OC` → -6.4 | 1.1 | -19.0 | 0.4 | -3.5 | 7.3 | -4.0 | 1.4 | 3.1
Listed for `O=C(CSc1nnc2ccc(-c3ccccn3)nn12)N1CCCC1` → 0.9 | . | . | 0.1 | . | -7.0 | -2.6 | -11.3 | 1.0
Listed for `CCCc1nnc(SCc2ccc(C(=O)OC)o2)n1N` → 14.0 | 0.6 | -13.8 | -0.2 | -1.1 | -6.7 | -3.2 | -10.3 | 3.9

Next part.
SMILES	M1 PAM parental	V1aR counter	CHO parental Ca	M1 ag parental	OXTR potentiator	CHO-K1 Ca antag	M1 ag	TAAR1 antag	TAAR1 ag
Cc1ccc(OCCCNCCO)c(Br)c1	15.0	1.2	3.1	6.8	-8.5	10.8	-1.9	12.6	0.3
COc1ccc(/C(O)=C2\C(=O)C(=O)N(Cc3ccco3)C2c2cc(OC)ccc2OC)cc1 (configuration not stated)	13.8	0.4	-0.1	0.6	-1.1	-16.3	1.6	-0.3	10.1
NC(=O)c1ccsc1NC(=O)CN1CCN(S(=O)(=O)c2ccccc2C(F)(F)F)CC1	13.1	.	.	16.1*	.	-14.4	4.1	89.2*	20.0
CC(C)N1CCC1(C)C(=O)Nc1cccc(C#N)c1 (configuration not stated)	14.8	.	.	0.3	.	1.8	-4.5	-5.7	1.6
CC(C)NC(=O)CSc1nncn1-c1ccccc1	17.2	0.5	4.1	0.1	-10.3	-6.1	-3.4	-8.4	1.2
